# SSB-PriA inh: K. pneumoniae PriA-SSBct interaction inhibition; 0.6% of 430,000 active; AID 1272365; inhibition, % at 33 µM; AlphaScreen SSBct-PriA binding, biotinylated peptide; in the data active = inhibition mostly above about 37%, no sharp cut-off; inactive = mostly below about 20%;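 also: plate controls were negative control peptide for no effect and reference peptide for full effect; strong numbers were not always called active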
# Yp Topo-I inh: blocks Yersinia pestis topoisomerase I activity | Y. pestis Topo-I cleavage product accumulation, plate reader | 0.064% of 360,000 active | activity, % at 10 µM; in the data active = activity above about 50%, passing the limit was not always enough; inconclusive = no clear call, values can overlap the other calls; also: inactives centre near 2
# TcdB GH inh: blocks C. difficile toxin B glycohydrolase activity; TcdB glycohydrolase enzymatic assay, plate reader; inhibition, % at 9.99 µM; 0.24% of 350,000 active; AID 652162; in the data active = inhibition above about 10%
# Vc quorum ag: quorum light induction in luxS cqsA deficient V. cholerae; V. cholerae BH1578 lux reporter, luminescence, 6 h; activation, % at 18.7 µM; 0.16% of 350,000 active; AID 588436; in the data active = activation mostly above about 9.7%, no sharp cut-off; inconclusive = no clear call, values can overlap the other calls; inactive = mostly below about 3.7%; also: not every result past the cut was called active; inactives centre near 0; reference of the scale not given here
# PfHsp40 yeast: restores yeast growth despite PfHsp40 toxicity. growth rescue, % at 12.5 µM. 0.68% of 340,000 active. S. cerevisiae expressing PfHsp40, growth rescue, ATP luminescence; in the data active = growth rescue above about 28%, passing the limit was not always enough; inconclusive = no clear call, values can overlap the other calls;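 also: yeast W303a lacking pdr1 and pdr3 grown in galactose medium; growth measured after three days at 30 °C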
# PrPC surface inh: cell surface PrPC inhibition, primary TR-FRET screen | TR-FRET read-out | inhibition, % at 13.8 µM | 0.43% of 370,000 active; in the data active = inhibition above about 24%; also: 0% = median of the test wells and 100% = reference compound wells
# BoNT-A LC inh2: blocks Botulinum neurotoxin A light chain protease | multiplex microsphere protease substrate cleavage, flow cytometry | inhibition, % at 10 µM | 0.17% of 360,000 active | AID 588499; also: plate controls were buffer without enzyme for full effect and enzyme alone for no effect
# SARS 3CLpro inh: SARS-CoV 3CLpro protease inhibition. recombinant SARS-CoV 3CLpro, quenched FRET peptide cleavage. inhibition, % at 6 µM. 0.14% of 290,000 active; in the data active = inhibition above about 12%
# Anthrax LF inh2: blocks Bacillus anthracis lethal factor protease; AID 588501; 0.12% of 360,000 active; multiplex microsphere protease cleavage assay, LF; inhibition, % at 10 µM; P15917; also: plate controls were buffer without enzyme for full effect and enzyme alone for no effect
# Target sequence (P15917 whole entry, looked up): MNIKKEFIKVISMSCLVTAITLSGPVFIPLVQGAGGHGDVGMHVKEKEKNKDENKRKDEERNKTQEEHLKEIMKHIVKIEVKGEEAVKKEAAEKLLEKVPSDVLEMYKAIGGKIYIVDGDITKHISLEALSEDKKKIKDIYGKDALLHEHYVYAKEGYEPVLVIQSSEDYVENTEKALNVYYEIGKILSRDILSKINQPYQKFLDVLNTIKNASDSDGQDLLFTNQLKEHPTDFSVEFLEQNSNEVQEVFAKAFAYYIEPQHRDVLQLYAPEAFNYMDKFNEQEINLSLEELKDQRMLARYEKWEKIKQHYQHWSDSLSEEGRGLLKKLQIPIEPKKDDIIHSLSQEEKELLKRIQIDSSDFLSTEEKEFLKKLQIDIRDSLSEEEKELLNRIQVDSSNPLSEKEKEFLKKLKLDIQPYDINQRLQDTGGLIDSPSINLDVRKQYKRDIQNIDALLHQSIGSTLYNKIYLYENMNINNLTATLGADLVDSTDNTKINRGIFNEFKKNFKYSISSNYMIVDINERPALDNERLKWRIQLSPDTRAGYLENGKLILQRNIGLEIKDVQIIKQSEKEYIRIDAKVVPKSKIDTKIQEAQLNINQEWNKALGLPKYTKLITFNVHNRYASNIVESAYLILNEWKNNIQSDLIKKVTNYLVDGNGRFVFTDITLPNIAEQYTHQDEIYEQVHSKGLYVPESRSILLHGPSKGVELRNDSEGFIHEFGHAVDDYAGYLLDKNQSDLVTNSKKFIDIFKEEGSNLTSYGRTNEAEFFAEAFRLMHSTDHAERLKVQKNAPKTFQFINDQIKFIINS
# * = called active by the depositor; i = inactive; u = inconclusive; x = no result given; & = joins results of further samples. Rule as the data show it, unless noted: active = inhibition above about 30%; inconclusive = no clear call, values can overlap the other calls; inactive = below that.
canonical_smiles	SSB-PriA inh	Yp Topo-I inh	TcdB GH inh	Vc quorum ag	PfHsp40 yeast	PrPC surface inh	BoNT-A LC inh2	SARS 3CLpro inh	Anthrax LF inh2
Cc1nc2ccc(C(=O)N3c4ccccc4CC3C)cc2s1 (stereo not drawn)	-4	6	0.2	-0.4	-0.7	-3	-0.6	3	1
Cc1ccc(-c2cc(C(F)F)n3ncc(C(=O)N4CCN5CCCC5C4)c3n2)cc1 (stereo not drawn)	0	17	x	-0.8	0.5	-22	-0.5	-1	-1
Cc1nnc(N2C(=O)C(=O)/C(=C(\O)c3ccc4c(c3)CC(C)O4)C2c2ccccc2)s1 (stereo not drawn)	x	2	1.7	i	-0.8	4	-2.9	-3	0
Cc1nc(N2CCN(Cc3ccc(Cl)cc3)CC2)c2oc3ccccc3c2n1	0	-3	0.5	-0.9	1.0	-1	0.7	3	-6
CCCc1nn2c(=O)cc(COc3ccc(NC(=O)c4ccco4)cc3)nc2s1	-7	2	0.6	-0.1	1.4	10	2.1	2	-2
COc1cc(/C=C2/C(=O)ON=C2C)ccc1OCc1ccccc1F	0	-3	x	i	-1.5	0	-0.2	-6	0
COc1ccc(C(=O)Nc2c(O)ccc3ccccc23)cc1OC	-5	-1	-3.4	0.2	0.5	-4	9.8	x	4
O=C(Cc1ccccc1[N+](=O)[O-])N1CCN(S(=O)(=O)c2ccccc2)CC1	0	8	0.6	3.6	0.6	-16	0.9	4	0
O=C(Cc1ccc(Cl)c(Cl)c1)N1CCOCC1	-6	5	0.8	-0.6	-1.1	3	-0.8	-2	-6
Cn1c(=O)cc(OCC(=O)NC2CCCCC2)c2ccccc21	5	10	x	-0.4	0.4	5	u	-6	u
CCOC(=O)c1cnc2c(C(=O)OCC)cnn2c1N	-6	4	-3.7	0.5	x	10	0.6	1	31*
O=[N+]([O-])c1ccc(S(=O)(=O)N2CCN(c3ccccn3)CC2)cc1	x	-6	7.8	-0.5	x	-9	-0.2	x	-3
CCN1/C(=N\N)c2cccc3cccc1c23	x	-10	-0.4	-0.3	-0.2	-6	39*	0	-10
CSCCC(NC(=O)CCC(=O)OCC(=O)[C@@]1(O)CCC2[C@@H]3CCC4=CC(=O)C=C[C@]4(C)C3[C@@H](O)C[C@@]21C)C(=O)O (stereo partly drawn)	-3	-1	0.7	-0.4	-0.7	0	0.2	-4	-3
CCCOc1ccccc1/C=C1\SC(N)=NC1=O	x	-8	1.2	i	0.1	-2	-3.7	3	-13
CCCCCNC(=O)[C@@H]1CSC2c3ccccc3C(=O)N21 (stereo partly drawn)	-9	21	-1.8	i	-2.0	6	-1.5	4	-10
COc1ccc(N(CC(=O)NCc2ccc3c(c2)OCO3)S(=O)(=O)c2ccc(O)c(C(=O)O)c2)cc1	1	11	1.0	1.0	-0.8	2	8.6	x	-5
CN(C)S(=O)(=O)c1ccc(C(=O)Nc2ccc3nc(N4CCOCC4)sc3c2)cc1	-13	-9	-0.1	i	-1.3	3	0.7	x	1
OCCNCCCCOc1ccc(F)cc1	-7	6	0.8	-2.0	-1.4	-7	-0.6	1	-2
Cc1nn(-c2cccc(C(F)(F)F)c2)c(=O)c2ccccc12	-27	2	2.4	0.8	-0.1	11	2.9	5	-4
O=C(O)c1ccc(-n2nnnc2SCc2ccccc2Br)cc1	-2	-9	-2.1	1.6	2.4	7	-0.9	4	-1
Cc1sc2ncnc(N3CCCC(C)C3)c2c1C (stereo not drawn)	-2	14	-2.6	i	0.8	3	-0.4	-3	-5
CCOc1ccc(CCNC(=O)c2nnn(CC(=O)Nc3ccccc3C)c2N)cc1OCC	-12	-3	2.2	-1.1	-0.1	3	0.7	1	-4
CC1Cc2ccccc2N1S(=O)(=O)c1cccc(C(=O)NCC(c2ccco2)N2CCCC2)c1 (stereo not drawn)	-6	-6	-1.0	i	0.4	-2	x	x	x
CCC(CC)c1nnc(NC(=O)c2ccc(N3CCCC3=O)cc2)s1	2	11	x	-1.7	1.4	3	-0.3	6	2
CCOc1ccccc1C1C(C#N)=C(N)N(N(C)C)C2=C1C(=O)CCC2 (stereo not drawn)	2	-1	-0.9	-0.3	-0.6	6	0.3	0	-10
Cc1cccc(OCC(=O)Nc2ccc(N3CCN(C(=O)c4ccccc4)CC3)cc2)c1C	-7	38	0.0	i	0.0	7	3.8	5	-2
COC(=O)[C@@H]1N=C(c2ccc(OC)cc2)O[C@]12C(=O)N(C)c1ccc(Cl)cc12	x	x	0.1	x	x	-4	-0.4	x	-3
COc1cccc(CNC(=O)c2cccnc2Sc2ccc(Cl)cc2)c1	24	19	-1.3	-2.5	-0.6	3	0.7	3	9
Cc1ccc(S(=O)(=O)CCc2nnc(N)s2)cc1C	-7	-13	x	-0.3	-0.3	1	-0.8	0	0
c1ccc(C(c2nnnn2Cc2ccco2)N2CCN(C3CCCC3)CC2)cc1 (stereo not drawn)	-25	14	x	x	0.2	-9	1.6	1	-5
COc1cccc(NC(=O)CN(C)C(C)C(=O)N2CCCCC2)c1 (stereo not drawn)	-5	-3	0.8	i	-2.1	-12	0.5	x	-6
C=CCNC(=O)C1CC(=O)N(c2ccc(Br)cc2)C1 (stereo not drawn)	-16	-1	x	0.9	-0.3	-3	0.3	-1	2
COc1cc2c(cc1OC)-c1cc(NC3CCCC3)nc(=O)n1CC2	0	11	x	i	-0.5	-4	u	-5	-4
CC(=O)c1ccc(N2CCN(C(=O)Cc3ccccc3)CC2)c(F)c1	-4	6	0.5	-0.7	-1.0	9	-3.1	-2	5
COc1ccccc1N1CCN(C(=O)COc2ccc(C)cc2Br)CC1	2	15	x	-0.2	1.7	9	-0.7	2	-4
CCOC(=O)C(=CNc1cc(C)ccn1)C(=O)OCC	-28	10	0.1	i	-0.2	3	-0.5	0	-1
O=C(CSc1ccccn1)N1CCNC1=O	-1	5	0.0	x	-2.2	9	-0.1	x	0
CCc1nnc(NC(=O)CSc2nccn2-c2ccccc2)s1	0	5	x	-0.5	-0.7	1	2.1	2	1
CC1C(c2ccccc2)N(C)C(c2ccccc2)C(C)C1(O)C#Cc1ccccc1 (stereo not drawn)	-2	2	1.2	-0.1	1.5	-2	-0.1	2	-8
CC(=O)Nc1ccc(S(=O)(=O)NCCC(=O)OCC(=O)c2ccc(F)c(F)c2)cc1	x	-3	-1.1	-0.2	0.8	-3	-0.3	5	-4
CC(C)NC(=O)NCCCCCCS(C)=O (stereo not drawn)	-13	0	-0.2	-0.7	-1.6	2	0.2	2	2
CSc1nnc(-c2cc(Br)ccc2N=Cc2c(C)[nH]n(-c3ccccc3)c2=O)c(=O)[nH]1	-4	-14	-2.0	-0.2	-0.6	11	0.6	4	5
CNC(=O)CN(c1ccc(F)cc1)S(=O)(=O)c1cc(C)ccc1OC	-12	-2	x	-0.4	-1.9	-1	-0.7	7	-2
CCOc1cc(N2CCOCC2)c(OCC)cc1NC(=O)c1ccc(S(C)(=O)=O)cc1	-7	-3	-0.8	0.0	-0.2	2	-0.6	2	-6

# Part of the list above in another layout:
# Each structure is followed by: SSB-PriA inh, Yp Topo-I inh, TcdB GH inh, Vc quorum ag, PfHsp40 yeast, PrPC surface inh, BoNT-A LC inh2, SARS 3CLpro inh, Anthrax LF inh2
CC(=O)Nc1ccc(S(=O)(=O)NCCC(=O)OCC(=O)c2ccc(F)c(F)c2)cc1
→ x, -3, -1.1, -0.2, 0.8, -3, -0.3, 5, -4
COc1ccccc1N1CCN(C(=O)COc2ccc(C)cc2Br)CC1
→ 2, 15, x, -0.2, 1.7, 9, -0.7, 2, -4
COc1cc2c(cc1OC)-c1cc(NC3CCCC3)nc(=O)n1CC2
→ 0, 11, x, i, -0.5, -4, u, -5, -4
CC(=O)c1ccc(N2CCN(C(=O)Cc3ccccc3)CC2)c(F)c1
→ -4, 6, 0.5, -0.7, -1.0, 9, -3.1, -2, 5

# Going on with the list.
canonical_smiles	SSB-PriA inh	Yp Topo-I inh	TcdB GH inh	Vc quorum ag	PfHsp40 yeast	PrPC surface inh	BoNT-A LC inh2	SARS 3CLpro inh	Anthrax LF inh2
Cc1ccc(C(=O)Nc2nnc(CC(=O)N/N=C/c3ccncc3)s2)cc1	x	-1	-0.8	2.2	0.2	-1	0.1	-6	-1
CSCCC(NC(=O)COc1ccccc1)C(=O)N(C)CC(=O)Nc1c(C)cccc1C (stereo not drawn)	-14	9	0.2	2.7	-0.4	-2	-0.2	x	1
O=C(CN1C(=O)C2CC=CCC2C1=O)OCCN1C(=O)c2ccccc2C1=O (stereo not drawn)	0	-3	x	2.2	-0.5	-3	0.6	6	0
Cc1ccc(OC[C@H](O)[C@H](C)NC(C)C)c2c1CCC2	-9	-13	1.1	0.0	1.1	17	-0.7	x	-6
Cc1nc2ccsc2c(=O)n1-c1ccccc1Cl	4	4	-0.3	-0.8	-0.7	2	u	x	-1
O=CN1CCC(=O)N(Cc2ccccc2)c2ccccc21	-7	-3	x	-1.0	1.3	5	u	0	-2
O=C(NC1CCCCC1)N1Cc2cc(-c3cccc(F)c3)ccc2-n2nncc2C1	x	x	-0.2	x	x	-6	0.0	x	-10
O=C(Nc1ccc(Cl)cc1C(=O)NCC1CCCO1)c1ccco1 (stereo not drawn)	-13	0	x	-1.2	-0.2	9	-1.7	-2	1
COc1ccc(N2CCN(Cc3cc(=O)oc4cc5c(cc34)CCCC5)CC2)cc1	-11	-2	x	-0.9	-0.9	-4	0.2	2	4
CC(=O)O[C@H]1CC[C@@]2(C)[C@@H](CC[C@@H]3[C@@H]2CC[C@]2(C)[C@@H](C(C)(C)O)C[C@@H]32)C1	-3	7	0.9	-0.4	-1.3	8	-0.2	x	2
COc1ccc(CC2(CO)CCN(S(=O)(=O)c3c(C)nn(C)c3Cl)CC2)cc1	-3	-11	0.7	i	-0.7	2	-0.3	4	-5
CCN(CC)CCN(C(=O)c1ccc2c(c1)OCCO2)c1nc2cc(C)cc(C)c2s1	18&23	14	-1.0	i	-1.0	-9	0.2	0	-3
Cn1cccc1C(=O)NC(=O)COC(=O)CC12CC3CC(CC(Br)(C3)C1)C2	-10	15	x	-1.0	-1.4	2	0.2	4	-6
Cc1cccc2cc(CN(CC3CCCO3)C(=O)c3ccco3)c(=O)[nH]c12 (stereo not drawn)	-6	5	x	i	0.4	12	-0.1	6	0
Cc1ccc(NC(=O)COC(=O)CN2CSCC2=O)cc1C	-22	10	x	-4.5	-0.4	0	0.6	3	-2
COc1ccc(N(CC(=O)NC2CCCCCC2)S(=O)(=O)c2ccccc2)cc1Cl	-19	44	1.7	i	-0.1	-4	0.5	3	-2
O=C(Nc1ccc(Cl)cn1)c1cc2c(s1)-c1ccccc1OC2	-46	0	0.2	-0.4	-0.1	-8	0.7	0	-6
O=C(N/N=C/C(Cl)=C/c1ccccc1)c1cnccn1	x	-10	x	-0.9	-1.3	-21	-0.3	-2	-5
COc1cc2ccccc2cc1C(=O)Nc1nnc(-c2ccncc2)o1	2&9	11	0.7	-5.0	0.7	-4	-0.9	1	-5
CCC(CC)C(=O)Nc1ccc(Sc2ccc([N+](=O)[O-])cc2)cc1	1	0	-1.1	-1.0	-0.7	4	2.6	-3	-3
Cc1cc(NC(=O)C(C)SCC(=O)N(C)Cc2c(F)cccc2Cl)no1 (stereo not drawn)	-6	15	0.6	-0.9	-1.1	10	-0.5	x	-4
CCOc1ccccc1CNC(=O)Cn1nc(C)c2c(C)n(-c3ccc(C)cc3)nc2c1=O	3	12	x	i	1.0	x	0.5	3	-1
C[C@H](NCCc1ccc(O)cc1)[C@H](O)c1ccc(O)cc1	-6	3	0.9	-3.6	-1.5	-1	-0.2	x	-7
COC(=O)c1ccc(OC(=O)CCN2C(=O)C3C4c5ccccc5C(c5ccccc54)C3C2=O)cc1 (stereo not drawn)	-7	20	0.8	-1.4	1.1	-3	0.1	-5	0
O=C(NCCSc1ccc(Cl)cc1)c1ccco1	-14	1	x	5.6	-0.5	-3	2.0	3	-2

# Not all compounds are listed (hit frequency here may not be typical).
